# Bioassay records (PubChem BioAssay)
# RXFP1 antag: blocks the human relaxin receptor RXFP1. Q9HBX9. 350,000 compounds, 0.59% hits. AID 1259400. HEK293-RXFP1, relaxin-stimulated cAMP HTRF, 30 min; hits give low values. activity change, negative = inhibition, % at 57.5 µM;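 active means activity change of -60% or lower, but not beyond a set lower limit; inconclusive means change between -60% and -40%, or beyond the set limit; inactive means change above -40%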; further: on the % scale 0 is the no-effect control and ±100 the full control effect
# Target sequence (Q9HBX9 whole entry, looked up): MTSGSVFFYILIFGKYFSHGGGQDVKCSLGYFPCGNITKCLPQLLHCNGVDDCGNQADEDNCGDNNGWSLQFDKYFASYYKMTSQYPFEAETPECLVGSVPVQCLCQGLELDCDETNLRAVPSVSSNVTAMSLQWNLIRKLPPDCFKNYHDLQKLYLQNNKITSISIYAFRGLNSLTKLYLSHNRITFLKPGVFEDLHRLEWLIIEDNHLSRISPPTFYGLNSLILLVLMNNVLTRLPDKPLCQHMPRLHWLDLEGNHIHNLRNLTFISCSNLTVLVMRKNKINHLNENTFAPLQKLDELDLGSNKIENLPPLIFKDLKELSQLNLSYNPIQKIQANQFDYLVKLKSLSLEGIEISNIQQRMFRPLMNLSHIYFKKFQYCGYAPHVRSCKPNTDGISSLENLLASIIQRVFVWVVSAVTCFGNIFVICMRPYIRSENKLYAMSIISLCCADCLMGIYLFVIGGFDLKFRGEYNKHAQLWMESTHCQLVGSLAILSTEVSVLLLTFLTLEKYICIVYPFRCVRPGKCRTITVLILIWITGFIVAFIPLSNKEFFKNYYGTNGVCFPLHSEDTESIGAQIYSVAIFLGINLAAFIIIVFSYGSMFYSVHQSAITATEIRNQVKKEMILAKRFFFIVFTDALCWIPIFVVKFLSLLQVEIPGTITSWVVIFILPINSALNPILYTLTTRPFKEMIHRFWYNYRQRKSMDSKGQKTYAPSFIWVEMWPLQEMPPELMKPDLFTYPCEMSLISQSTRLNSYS
# TRHR agonist: activates the human TRH receptor; TRHR cells, calcium flux fluo-8, FDSS agonist mode; activation, % at 2 µM; 360,000 compounds, 0.18% hits; AID 493084; further: 0% is about no effect
#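 Agonist-mode FDSS calcium read (Ex 480/Em 530, 1 s cycles) in 1536-well TRHR cells with fluo-8 dye, after 10-cycle baseline and 23 nL compound addition; TRH at EC20 (10 nM final) added afterwards for the enhancer phase.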
# D2 ag: D2 dopamine receptor (human) agonism; P14416; HEK293 T-REx D2 cells, calcium flux agonist mode; activation, % at 2 µM; 340,000 compounds, 0.53% hits; AID 485358;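 active means activation over 3 SD above normal in the single-dose calcium agonist read, cut at about 30% in these data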; further: 0% is about no effect
#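 HEK293 Trex D2 cells, tetracycline-induced, o/n 30 C 5% CO2; no-wash Ca dye, RT 30–90 min; 10-cycle baseline, 23 nl cpd added, kinetic Ca read 180 s; agonist hits = positive Ca response.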
# D2 PAM: positive allosteric modulators of human D2 dopamine receptor | P14416 | HEK293 T-REx D2, calcium flux, EC20 dopamine potentiation | potentiation, % at 10 µM | 340,000 compounds, 0.34% hits | AID 485347;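 active means potentiation over 3 SD above the plate norm, cut at about 30% in these data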; further: 0% is about no effect
#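 Cells plated with tetracycline inducer and held overnight at 30 C; calcium dye loaded 30–90 min at room temperature; baseline taken, compound added and read 180 s; EC20 dopamine then added and read 180 s.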
# D1 ag: human D1 receptor agonism; P21728; HEK293 T-REx D1 cells, calcium flux, agonist mode; activation, % at 2 µM; 360,000 compounds, 1% hits; AID 504660; further: 0% is about no effect
#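 Tetracycline-induced HEK293 TREx D1 cells, force-coupled to calcium signalling, were dye-loaded with a no-wash calcium kit. Compound was pin-added after a 10 s baseline. Fluorescence was read kinetically at 1 cycle/s for 180 s, with calcium rises flagged as agonism.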
# D1 PAM: human D1 dopamine receptor positive modulation | HEK293 TREx D1 cells, calcium flux, dopamine EC20 potentiation | P21728 | 360,000 compounds, 0.036% hits | potentiation, % at 10 µM; in the data active means potentiation above about 30%; further: 0% is about no effect
# D2 antag: D2 dopamine receptor (human) antagonism | P14416 | inhibition, % at 10 µM | 340,000 compounds, 2% hits | AID 485344 | HEK293 TREx D2 cells, calcium flux, dopamine EC80; in the data active means inhibition above about 30%; further: 0% is about no effect
#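 HEK293 T-REx D2 cells, tet-induced, calcium dye no-wash. Cpd pintool add, 180 s kinetic, then EC80 DA, 180 s kinetic. Ca flux read.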
# D1 antag: antagonists of human D1 dopamine receptor. AID 504652. activity change, negative = inhibition, % at 10 µM. P21728. 360,000 compounds, 3.2% hits. HEK293 TREx D1 cells, calcium flux, dopamine EC80; hits give low values; in the data active means activity change below about -30%; further: on the % scale 0 is the no-effect control and ±100 the full control effect
#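 Kinetic fluorescence of a calcium dye serves as the read-out. D1-expressing Hek293 Trex cells, induced overnight at 30 C, are exposed to compound for 180 s before an EC80 dopamine addition, then read 180 s further.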
# TRHR enhancer: allosterically enhances the human TRH receptor | P34981 | TRHR cells, fluo-8 calcium fluorescence, EC20 TRH enhancement | enhancement, % at 2 µM | 360,000 compounds, 0.66% hits; in the data active means enhancement above about 30%; further: 0% is about no effect
#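 Enhancer read-out: after compound pinning and an initial kinetic agonist-mode read, an EC20 of TRH (10 nM final) was injected and fluo-8 calcium signal (Ex 480/Em 530) followed at 1 s/cycle for 100 cycles in TRHR-expressing cells.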
# * = called active by the depositor; ? = inconclusive; . = no result given; & = joins results of further samples. Unless noted, no stated cut-off is given here; in the data, active means activation above about 30%; inactive means the rest. No enrichment for hits; overall some 7.3% were active at least once.
SMILES,RXFP1 antag,TRHR agonist,D2 ag,D2 PAM,D1 ag,D1 PAM,D2 antag,D1 antag,TRHR enhancer
Cc1onc(-c2ccccc2)c1C(=O)NCc1cccnc1,12,-0.4,0.3,-2,2,-1,-21,4,-2
COc1cccc(-c2nc(S(=O)(=O)c3ccccc3)c(N3CCOCC3)o2)c1,-2,-0.5,0.2,4,2,-8,15,3,-5
Cc1ccc(C(=O)C(C)OC(=O)C2CCN(c3ccc(C(F)(F)F)cn3)CC2)cc1 (stereo not drawn),-10,1.6,0.8,0,17,-6,8,-17,-5
COc1ccc2nc(N/C(N)=N/C(=S)Nc3ccccc3)nc(C)c2c1,-6,0.3,-0.7,5,-2,0,-7,18,4
CC(C)(Cc1ccc(O)cc1)NC(=O)c1ccccc1,8,-0.4,0.5,-5,9,-1,16,-8,-2
Cc1cc(C)cc(N=c2c([N+](=O)[O-])nn(-c3ccc4c(c3)OCCO4)n2O)c1,-8,-0.5,0.0,2,0,1,-11,-1,8
Cn1cnnc1SCC(=O)NC1CCCc2ccccc21 (stereo not drawn),-13,0.4,0.2,2,3,-4,-1,18,1
Cc1c(N=NC2=C(O)CC(C)(C)CC2=O)c(=O)n(-c2ccccc2)n1C,16,0.6,0.6,15,3,6,-3,-6,-10
O=C(CCC1N=C2c3ccccc3N=C(SCc3ccccc3Cl)N2C1=O)N1CCN(c2ccccc2)CC1 (stereo not drawn),-22,0.1,-1.4,-1,0,4,.,12,1
CCOC(=O)Cc1csc(NC(=O)COc2ccccc2)n1,3,0.1,-0.9,10,0,-3,14,9,-1
COc1ccccc1Oc1ccc(N/C=C/C(=O)c2ccco2)cc1,-39,0.1,0.2,3,1,-2,-6,-5,-1
CCOc1ccc(C(C)=O)cc1CSc1nc(C)cc(C)n1,9,-0.7,-0.6,-13,1,-2,2,5,-5

# Among those listed so far, these have four or more nitrogen atoms.
SMILES,RXFP1 antag,TRHR agonist,D2 ag,D2 PAM,D1 ag,D1 PAM,D2 antag,D1 antag,TRHR enhancer
COc1ccc2nc(N/C(N)=N/C(=S)Nc3ccccc3)nc(C)c2c1,-6,0.3,-0.7,5,-2,0,-7,18,4
Cc1cc(C)cc(N=c2c([N+](=O)[O-])nn(-c3ccc4c(c3)OCCO4)n2O)c1,-8,-0.5,0.0,2,0,1,-11,-1,8
Cn1cnnc1SCC(=O)NC1CCCc2ccccc21 (stereo not drawn),-13,0.4,0.2,2,3,-4,-1,18,1
Cc1c(N=NC2=C(O)CC(C)(C)CC2=O)c(=O)n(-c2ccccc2)n1C,16,0.6,0.6,15,3,6,-3,-6,-10
O=C(CCC1N=C2c3ccccc3N=C(SCc3ccccc3Cl)N2C1=O)N1CCN(c2ccccc2)CC1 (stereo not drawn),-22,0.1,-1.4,-1,0,4,.,12,1

# Next part.
SMILES,RXFP1 antag,TRHR agonist,D2 ag,D2 PAM,D1 ag,D1 PAM,D2 antag,D1 antag,TRHR enhancer
CC(C)c1cc(C(=O)NNC(=S)NCc2ccco2)c(O)c(C(C)C)c1,-5,0.7,1.2,-2,11,-6,-1,-20,0
CC(=O)OC1=C(C#N)Cn2ccc3cccc1c32,.,-0.2,0.3,15,2,-3,-17,-14,6
CCOC(=O)c1c(C)n(-c2ccccc2)c2ccc(O)c(CN(C)C)c12,?,0.2,0.3,-47,4,-6,30,3,-2
O=C(c1ccc(F)cc1)N1CCN(S(=O)(=O)c2ccc(Br)cc2)CC1,-1,-0.2,1.8,1,8,-2,-3,-17,-2
CCOC(=O)C(=CNc1ccc(C(F)(F)F)cc1Cl)C(=O)OCC,-25,0.3,1.2,10,2,0,7,17,-2
Fc1ccccc1N1CCN(c2ncnc3[nH]ncc23)CC1,4,-0.2,0.7,2,2,-2,-2,-12,-4
COc1cc(OC)c(NC(=O)Cc2ccc(-n3c(C)nc4cccnc43)cc2)cc1Cl,-3,-1.3,-0.6,-5,5,-2,.,-8,10
Cc1cccc(NC(=O)c2cccc(C(=O)Nc3cccc(C)c3)c2)c1,-14,0.4,0.6,3,1,-4,-9,-2,0
CCC(C(=O)NC1CCCC1)N(C(=O)c1snc(C(N)=O)c1N)c1ccc(OC)c(OC)c1 (stereo not drawn),0,-0.3,.,.,-1,0,.,7,-11
COc1ccc(-c2cc(-c3ccccc3)c(C#N)c(=S)[nH]2)cc1,6,-0.9,-0.3,10,0,0,-8,-3,0
Cc1ccccc1CN(C)C(=O)[C@H](Cc1ccccc1)NC(=O)c1ccco1,5,-1.3,0.0,12,4,-3,-7,-6,-18
Cc1ccc(S(=O)(=O)Nc2nc(C)c(C(=O)N/N=C/c3ccccc3)s2)cc1,-17,-0.3,0.3,.,1,9,-3,-1,-2
Cc1ccccc1-n1ncc2c(SCC(=O)NCc3cccs3)ncnc21,-6,0.7,1.0,-2,8,-4,-11,-13,-8
CSCC(=O)Nc1nc(-c2ccc3c(c2)OCCO3)cs1,0,-0.2,0.2,4,0,-4,13,3,-2
Cc1ccc(Cl)cc1N(CC(=O)NCc1ccc2c(c1)OCO2)S(C)(=O)=O,0,-0.7,0.3,7,2,-4,-6,-6,7
O=C(Nc1nnc2n1CCS2)c1ccc(Br)o1,-3,0.3,-0.2,7,3,0,-12,-6,-1
CCOC(=O)C1CCCN(S(=O)(=O)CCNC(=O)c2ccc3c(c2)OCO3)C1 (stereo not drawn),-10,-0.7,-0.9,12,3,6,-10,1,9
CCCC(C)NC(=S)Nc1cc(C)cc(C)c1 (stereo not drawn),6,-0.4,-1.5,-12,3,-8,10,.,7
CSCc1nnc(NC(=O)c2ccc(S(=O)(=O)N(C)C)cc2)o1,-3,0.7,-0.5,2,7,3,2,11,4
CCCCN(CC)CCNC(=O)C1CCCN(S(=O)(=O)c2cccc3nsnc23)C1 (stereo not drawn),9,-0.7&0.4,16&3.9,2&-21,0&-1,7&6,3,7&0,-1&1
Cc1nnc(SCC(=O)NC2CCS(=O)(=O)C2)n1Cc1ccccc1 (stereo not drawn),-12,-1.3,-1.6,-4,3,-4,-6,21,-5
CC(C)(C)n1cnc2cc(NC(=O)c3cccs3)ccc21,7,0.8,-0.3,9,1,0,-7,15,7
O=C(c1cc(F)ccc1F)C1CCCN(C(=O)CCCN2CCCCC2=O)C1 (stereo not drawn),12,0.5,0.5,4,2,0,-13,1,4
O=C(Nc1ccc(F)cc1)C1CC(=O)N(Cc2ccco2)C1 (stereo not drawn),6,-0.1,-0.7,10,2,0,-12,5,0
Cc1nn(-c2ccccc2)c(N)c1C1(O)C(=O)Nc2ccccc21 (stereo not drawn),4,0.0,0.6,-4,0,1,-11,-1,-6
Oc1ccccc1Oc1ncc(Br)c(Cl)n1,10,0.5,-1.2,12,2,10,-6,0,-3
Oc1ccc(-c2c(-c3ccsc3)sc3ccccc23)cc1,.,0.1,-0.7,4,1,0,-11,4,0
CCN(CC(=O)Nc1c(F)cccc1F)C(=O)/C=C/c1ccc2ccccc2n1,-15,-0.4,-1.1,2,-2,-6,-9,7,-6
CCCCn1cc2c(c1-c1ccc(Br)cc1)c(=O)n(C)c(=O)n2C,.,-2.0,2.9,2,2,1,.,8,-4
COc1ccc(C(CNC(=O)Cc2ccccc2F)N2CCCCC2)cc1 (stereo not drawn),-10,-1.9,0.4,-25,1,5,0,3,-2
CC(C)(C)c1ccc(C(=O)NNC(=O)c2ccc(Cl)cc2)cc1,-6,0.1,0.4,3,0,-7,5,1,2
CCOc1nc(NCCC2=CCCCC2)nc(N2CCOCC2)n1,-1,-0.1,0.0,6,0,-3,-15,9,14
O=C(NNc1ccc(C(F)(F)F)cc1[N+](=O)[O-])c1ccc(NS(=O)(=O)c2ccc(F)cc2)cc1,.,0.6,0.3,9,0,-3,-22,4,7
COC(=O)c1ccc(C(=O)OC)c(NC(=S)N2CCN(C(=O)C3CCCO3)CC2)c1 (stereo not drawn),-4,-0.4,0.1,-1,2,1,-2,4,-5
C=CCn1c(SC2CCOC2=O)nc2sc(CC)cc2c1=O (stereo not drawn),0,-0.3,-0.3,-1,-1,1,-9,4,-2
O=C(Nc1cccc(NC(=O)C2CC2)n1)C1CC1,0,1.2,-0.3,-5,9,3,-14,3,5
CCS(=O)(=O)N1CCC(C(=O)Nc2cc(C)ccc2O)CC1,-1,0.3,-1.1,9,-3,-3,-4,13,2
O=C(Nc1ccc2c(c1)OCO2)c1ccncc1,-7,-0.4,0.2,-4,1,-1,-1,13,-2
O=C(c1cn(-c2ccccc2)nc1-c1cccs1)N1CCOCC1,.,0.5,0.5,7,4,4,-12,-11,5
Cc1nc(C)c(C(=O)C2=C(O)C(=O)N(CCCn3ccnc3)C2c2ccccc2)s1 (stereo not drawn),9,2.6,-0.1,.,1,-5,-3,5,3
COc1ccc(C(=O)n2nnc3ccccc32)cc1OC,5,0.3,1.3,12,0,-10,4,7,-2
COc1ccc(NC(=O)Nc2cn(CC(C)C)c(=O)c3ccccc23)c(OC)c1,.,-1.1,.,3,1,-5,.,-15,-12
Cn1c(SCC(=O)N2CCCC2)nnc1-c1cnccn1,-4,0.3,0.4,2,2,5,-35,-6,-7
Cc1ccc(N2C(=S)N=C(Nc3ccccc3C)C23CCOC(C)(C)C3)cc1 (stereo not drawn),6,0.8,0.0,-3,6,-13,11,28,-1
CC/C(=N\NC(=O)CSc1ncccn1)c1ccc2c(c1)OCCO2,-4,-0.5,1.6,4,0,-4,-5,22,5
Cc1cc(C)c2c(c1)NC(c1cc3c(cc1Br)OCO3)C1CC=CC21 (stereo not drawn),0,-0.4,3.8,0,3,-4,-8,-2,-2
CCCOc1cccc(-c2nn(-c3ccccc3)cc2/C=C(\C#N)C(=O)NCCCn2ccnc2)c1,.,0.7,0.2,7,8,5,9,6,4
CC(C)c1ccccc1NC(=O)Cn1cnc2c1c(=O)n(C)c(=O)n2C,-6,1.4,0.3,7,4,-1,.,6,-3
CC(=O)Sc1nc(-c2ccccc2)[nH]c1S(=O)(=O)c1ccc(C)cc1,-22,0.3,-0.8,13,3,5,2,7,0
Cc1occc1C(=O)NN1C(=O)C2C3CCC(O3)C2C1=O (stereo not drawn),5,0.1,-0.4,-22,1,-3,8,2,2
CC(C)(CN1CCN(Cc2ccccc2)CC1)NS(=O)(=O)c1ccccc1,-6,0.2,0.0,-29,4,-7,41*,-26,3
Cc1ccc(-n2c(C)nnc2SCC(=O)NC2CCCC2)cc1,-14,-0.1,-0.8,2,1,1,1,7,-3
CCN(CC)CCN1C(=O)C(=O)/C(=C(/O)c2ccc(S(=O)(=O)N3CCOCC3)cc2)C1c1ccc(Cl)cc1 (stereo not drawn),12,0.6,-0.1,4,3,-2,6,19,7
CS(=O)(=O)N1CCc2ccc(NC(=O)C3CCCO3)cc2C1 (stereo not drawn),3,0.7,0.5,6,4,-4,-4,0,10
CCOc1ccc(N(CC(=O)N/N=C/c2ccc(OC(C)C)cc2)S(C)(=O)=O)cc1,-1,-1.5,0.5,11,2,-11,-7,2,12
